VLA-4 agonist: allosterically activates the human VLA-4 integrin | Jurkat cells, LDV-FITC binding, flow cytometry | activation, % at 10 µM (by protocol) | 24,000 tested, under 10 active | AID 528;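 active = fluorescent ligand binding to cells raised by more than 40% of the manganese-induced maximum; inconclusive = compound's own fluorescence above 85% of the ligand control signal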;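 also: 0% = ligand binding without compound and 100% = manganese-stimulated maximal binding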
Target sequence (P13612 whole entry, looked up): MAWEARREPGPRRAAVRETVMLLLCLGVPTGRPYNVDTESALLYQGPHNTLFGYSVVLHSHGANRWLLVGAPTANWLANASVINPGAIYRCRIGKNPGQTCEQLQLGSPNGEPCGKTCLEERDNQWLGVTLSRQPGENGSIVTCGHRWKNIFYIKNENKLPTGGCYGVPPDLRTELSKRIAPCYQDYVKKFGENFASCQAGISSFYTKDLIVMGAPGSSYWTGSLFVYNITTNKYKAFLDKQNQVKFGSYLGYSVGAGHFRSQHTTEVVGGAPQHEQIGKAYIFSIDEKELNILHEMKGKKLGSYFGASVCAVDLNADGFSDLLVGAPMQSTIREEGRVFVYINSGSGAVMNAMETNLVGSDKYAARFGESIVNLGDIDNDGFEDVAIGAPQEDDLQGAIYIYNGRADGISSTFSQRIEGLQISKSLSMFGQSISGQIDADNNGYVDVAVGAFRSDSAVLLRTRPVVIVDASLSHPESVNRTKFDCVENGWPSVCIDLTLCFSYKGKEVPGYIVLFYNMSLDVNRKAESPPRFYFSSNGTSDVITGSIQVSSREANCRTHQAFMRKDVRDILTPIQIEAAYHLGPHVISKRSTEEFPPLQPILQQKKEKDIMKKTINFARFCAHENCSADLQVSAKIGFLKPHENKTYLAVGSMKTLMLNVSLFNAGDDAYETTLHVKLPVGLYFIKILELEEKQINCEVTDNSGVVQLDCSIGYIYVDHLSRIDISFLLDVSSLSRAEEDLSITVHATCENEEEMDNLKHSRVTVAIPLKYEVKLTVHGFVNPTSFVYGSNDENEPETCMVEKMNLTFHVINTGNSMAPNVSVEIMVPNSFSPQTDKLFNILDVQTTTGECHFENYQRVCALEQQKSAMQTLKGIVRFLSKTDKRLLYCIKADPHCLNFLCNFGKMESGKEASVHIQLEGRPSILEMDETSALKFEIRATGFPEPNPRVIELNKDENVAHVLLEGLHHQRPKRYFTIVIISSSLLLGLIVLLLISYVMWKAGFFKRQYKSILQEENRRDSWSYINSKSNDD
Autofluor Jurkat: compound fluoresces in Jurkat cells, VLA-4 screen interference. compound autofluorescence, flow cytometry; active compounds read high; 1 = vehicle-only cell background. fluorescence ratio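 (tested at 10 µM compound in the well)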. 24,000 tested, 0.61% active;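 active = fluorescence ratio above 2.44, which is 1 plus 3 SD of all ratios; inconclusive = signal too bright to measure linearly, ratio around 10 or more; inactive = fluorescence ratio below 2.44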;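 also: green fluorescence of cells measured with 488 nm excitation and 530 nm emission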
VLA-4 antagonist: blocks LDV-FITC ligand binding to Mn2+-activated human VLA-4 integrin; P13612; inhibition, % at 10 µM (by protocol); Jurkat cells, LDV-FITC binding with Mn2+, flow cytometry; 100% = Mn2+-driven binding gain fully reversed; 24,000 tested, 0.2% active; AID 529;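 active = inhibition above 50%; inconclusive = compound itself fluorescent, judged against control cell fluorescence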;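 also: 0% = Mn2+ stimulated cells lacking compound and 100% = ligand binding without Mn2+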
Prostate diff: promotes differentiation of LNCaP prostate cells; flow cytometry side scatter, 4 d; side scatter shift, % at 10 µM; 24,000 tested, 0.56% active; AID 795;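 active = side scatter shift above 30%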;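 also: androgen-responsive LNCaP prostate cancer cells in charcoal-stripped serum medium; percent of cells past a gate set so DMSO wells show 10% shift; higher shift means more granular cells and more differentiation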
Starred values were filed as active, the others as inactive; ? = inconclusive. Some of the compounds tested; the hit share may differ from the screen's.

cpd | VLA-4 agonist | Autofluor Jurkat | VLA-4 antagonist | Prostate diff | canonical_smiles
1 | 6 | 0.99 | -17 | 9 | CCOc1ccc(NC(=O)N(C2CCCCC2)C2CCN(C(C)=O)CC2)cc1
2 | 4 | 1.1 | -6 | 3 | Cc1ccc(CNC(=O)c2cn(C3CCCCC3)c(=O)c3c2c2ccccc2n3C)o1
3 | ? | 1.2 | ? | 11 | O=C1CCCCCC1C1(O)C(=O)Nc2ccc(Br)cc21 (centres undefined)
4 | -4 | 1.1 | -4 | 11 | Cc1ccc2cc(CN(Cc3ccc4c(c3)OCO4)Cc3nnnn3Cc3ccco3)c(=O)[nH]c2c1C
5 | -4 | 1.1 | -4 | 13 | COc1ccc(-c2cn3cccnc3n2)cc1NC(=O)C1CCCC1
6 | -12 | 1.1 | 11 | 36* | CCN(CC)CCNC(=O)c1nn(-c2ccc(C)cc2)c(=O)c2c1c1ccccc1n2C
7 | 0 | 1 | -12 | 4 | CCOc1cc(-c2nc(-c3ccccc3OC)no2)cc(OCC)c1OCC
8 | 16 | 1 | -26 | 27 | CN(C)CCCN1c2ccccc2CCc2ccc(Cl)cc21
9 | 3 | 0.86 | 8 | 7 | CCCC(=O)NCCc1nc2ccccc2n1C
10 | ? | 1.7 | ? | 15 | Cc1nc2ccc(S(=O)(=O)NC(C(=O)N3CCCCCC3)C(C)C)cc2s1 (centres undefined)
11 | 4 | 1.4 | -12 | 8 | CCOC(=O)c1ccccc1NC(=O)N1CCn2c(C)ccc2C1CC (centres undefined)
12 | -3 | 1.1 | -2 | 7 | COC(=O)c1cn(NC(=O)CC2CCCCC2)c(=O)c2ccccc12
13 | ? | 1.1 | ? | 3 | COc1ccc(OC)c(NC(=O)C2CCCN(S(=O)(=O)c3cccc4cccnc34)C2)c1 (centres undefined)
14 | ? | 1.7 | ? | 12 | CCOCCCn1c(=S)[nH]c2cc(C(=O)NCCN(CC)CC)ccc2c1=O
15 | -4 | 1.1 | 7 | 9 | CC(C)Cc1cc(C(=O)Nc2cc(Cl)ccc2Cl)no1
16 | -2 | 1 | -4 | 15 | CCCc1nc(N2CCOCC2)c(C#N)c2c1CCCC2
17 | 0 | 1 | -16 | 9 | CCCSCCCNC(=O)Cn1cc2c(n1)CCC(C)C2 (centres undefined)
18 | 0 | 1.1 | -7 | 6 | O=C(c1ccncc1)N1CCN(C(=O)c2cccs2)CC1
19 | -7 | 1.1 | 12 | 12 | COc1ccc(OC)c(NC(=O)c2ccc(NS(=O)(=O)c3c(C)noc3C)cc2)c1
20 | -1 | 1 | -2 | 13 | COC(=O)c1ccc(C2C(C(C)=O)=C(C)Nc3ncnn32)cc1 (centres undefined)
21 | 5 | 1 | -7 | 16 | Cc1noc(C(=O)Nc2sc3c(c2C#N)CCC3)c1Cl
22 | -1 | 0.98 | 4 | 9 | O=C1CN(C(=O)c2ccc(Br)o2)C(c2ccc(F)cc2)c2cc(F)ccc2N1 (centres undefined)
23 | 8 | 1 | 2 | 16 | CC1CCCCN1CCNC(=O)CN1C(=O)COc2ccccc21 (centres undefined)
24 | 0 | 1.1 | -2 | 2 | O=C(Cn1c(=O)oc2cc(S(=O)(=O)N3CCCC3)ccc21)N1CCN(c2ccccn2)CC1
25 | ? | 1.5 | ? | 5 | O=C(Nc1ccccc1-c1nc2ccccc2o1)c1ccc2c(c1)OCCO2
26 | 1 | 0.97 | -30 | 7 | COc1ccc(-c2nn3c(-c4ccncc4)nnc3s2)cc1OC
27 | -4 | 1.1 | 4 | 13 | CCOC(=O)CSc1nnc(CNC(=O)c2cccs2)n1-c1ccccc1
28 | -2 | 1.2 | -20 | 11 | CN1/C(=C\C(=O)Nc2cccnc2)c2ccccc2CC1(C)C
29 | 6 | 1.1 | -2 | 3 | CCOC(=O)N1CCC(NC(=O)C2CCCN(C(=O)c3cc4sccc4n3C)C2)CC1 (centres undefined)
30 | ? | 1.3 | ? | 15 | CCOc1ccccc1N1CSC2=C(C#N)C(c3c(OC)ccc4ccccc34)CC(=O)N2C1 (centres undefined)
31 | 1 | 1.1 | 2 | 17 | CCOc1ccccc1Nc1nc2ccccc2n2cnnc12
32 | -6 | 1.1 | 8 | 4 | COc1ccccc1NC(=O)Cn1cnc2sc(C(=O)NCc3ccco3)c(C)c2c1=O
33 | 1 | 1.1 | -10 | 2 | COc1cc2cc(C(c3nnnn3C3CCCC3)N(C)C3CCCCC3)c(=O)[nH]c2cc1OC (centres undefined)
34 | -4 | 1.1 | 2 | 40* | COc1ccc(Cl)c(N2CCN(CCCNC(=O)Nc3ccc(C)cc3)CC2)c1
35 | -14 | 1.1 | -10 | 6 | CCN(CC)CCCNC(=O)C1CCN(C(=O)c2cc3sccc3n2Cc2ccc(F)cc2)CC1
36 | ? | 2.3 | ? | 16 | CCOC(=O)C1CCCN(c2nc3ccccc3nc2C(C#N)C(=O)NCc2ccccc2)C1 (centres undefined)
37 | ? | 1.3 | ? | 9 | c1cc(CNc2ccc3c(c2)OCO3)ccn1
38 | 5 | 1 | 5 | 12 | Cc1noc(C)c1S(=O)(=O)N(CC(=O)N1CCCC1)c1ccc(C(C)C)cc1
39 | 0 | 0.98 | -14 | 21 | CCCCC(c1nnnn1CS(=O)(=O)c1ccc(C)cc1)N1CCN(c2ccccc2)CC1 (centres undefined)
40 | ? | 3.5* | ? | 13 | O=C(c1nc2n(n1)C(c1ccc(Cl)cc1)C=C(c1ccccc1)N2)N1CCOCC1 (centres undefined)
41 | -7 | 1 | 2 | 16 | COc1ccc(C(NC(=O)C(C)(C)C)NC(=O)C(C)(C)C)cc1
42 | 2 | 1 | -9 | 12 | CCC1CCCCN1CCCNC(=O)Cn1nc(-c2ccc(C)cc2)ccc1=O (centres undefined)
43 | 0 | 0.93 | -10 | 5 | COC(=O)CCN(C(=O)c1ccc2c(c1)OCO2)c1ccccn1
44 | 3 | 0.99 | -4 | 6 | O=C(Nc1ccc2oc(=O)ccc2c1)c1cccnc1
45 | -1 | 1 | -3 | 7 | Cc1ccc(C)c(N2CCN(C(=O)C3CCN(S(=O)(=O)c4c(C)noc4C)CC3)CC2)c1
46 | -2 | 1 | -13 | 5 | COc1ccc(C(=O)c2oc3ccc(Br)cc3c2NC(C)=O)cc1
47 | -5 | 1.2 | 1 | 8 | CCOC(=O)c1oc2ccccc2c1NC(=O)C1CCCCC1
48 | 2 | 1 | 5 | 3 | COCCCn1nnnc1SCC(=O)Nc1nc(C)c(C)s1

Arranged by value in Autofluor Jurkat (highest first): some entries from above
| # | Structure | Autofluor Jurkat |
| --- | --- | --- |
| 33 | COc1cc2cc(C(c3nnnn3C3CCCC3)N(C)C3CCCCC3)c(=O)[nH]c2cc1OC (centres undefined) | 1.1 |
| 8 | CN(C)CCCN1c2ccccc2CCc2ccc(Cl)cc21 | 1 |
| 39 | CCCCC(c1nnnn1CS(=O)(=O)c1ccc(C)cc1)N1CCN(c2ccccc2)CC1 (centres undefined) | 0.98 |

Some of these compounds in order of molar mass, ascending:
cpd | VLA-4 agonist | Autofluor Jurkat | VLA-4 antagonist | Prostate diff | canonical_smiles
9 | 3 | 0.86 | 8 | 7 | CCCC(=O)NCCc1nc2ccccc2n1C
28 | -2 | 1.2 | -20 | 11 | CN1/C(=C\C(=O)Nc2cccnc2)c2ccccc2CC1(C)C
21 | 5 | 1 | -7 | 16 | Cc1noc(C(=O)Nc2sc3c(c2C#N)CCC3)c1Cl
41 | -7 | 1 | 2 | 16 | COc1ccc(C(NC(=O)C(C)(C)C)NC(=O)C(C)(C)C)cc1
23 | 8 | 1 | 2 | 16 | CC1CCCCN1CCNC(=O)CN1C(=O)COc2ccccc21 (centres undefined)
3 | ? | 1.2 | ? | 11 | O=C1CCCCCC1C1(O)C(=O)Nc2ccc(Br)cc21 (centres undefined)
12 | -3 | 1.1 | -2 | 7 | COC(=O)c1cn(NC(=O)CC2CCCCC2)c(=O)c2ccccc12
14 | ? | 1.7 | ? | 12 | CCOCCCn1c(=S)[nH]c2cc(C(=O)NCCN(CC)CC)ccc2c1=O
34 | -4 | 1.1 | 2 | 40* | COc1ccc(Cl)c(N2CCN(CCCNC(=O)Nc3ccc(C)cc3)CC2)c1
40 | ? | 3.5* | ? | 13 | O=C(c1nc2n(n1)C(c1ccc(Cl)cc1)C=C(c1ccccc1)N2)N1CCOCC1 (centres undefined)
6 | -12 | 1.1 | 11 | 36* | CCN(CC)CCNC(=O)c1nn(-c2ccc(C)cc2)c(=O)c2c1c1ccccc1n2C
22 | -1 | 0.98 | 4 | 9 | O=C1CN(C(=O)c2ccc(Br)o2)C(c2ccc(F)cc2)c2cc(F)ccc2N1 (centres undefined)
32 | -6 | 1.1 | 8 | 4 | COc1ccccc1NC(=O)Cn1cnc2sc(C(=O)NCc3ccco3)c(C)c2c1=O
39 | 0 | 0.98 | -14 | 21 | CCCCC(c1nnnn1CS(=O)(=O)c1ccc(C)cc1)N1CCN(c2ccccc2)CC1 (centres undefined)
4 | -4 | 1.1 | -4 | 11 | Cc1ccc2cc(CN(Cc3ccc4c(c3)OCO4)Cc3nnnn3Cc3ccco3)c(=O)[nH]c2c1C

Source: PubChem BioAssay
